# Screening results deposited in PubChem BioAssay by Broad Institute.
# FN deposition inh – inhibitors of fibronectin matrix deposition, primary screen, AH1F cells, Alexa488-fibronectin fluorescence, plate reader. AH1F fibroblasts, overnight. inhibition, % at 12.6 µM. hit rate 0.086% among 350,000;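 active = mean inhibition across replicates of 30% or more, regardless of how many single replicates reach that level; inconclusive = mean under 30% yet at least half of replicates reach 30%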;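 note: positive control wells lacked labelled fibronectin entirely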
#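 Material: AH1F fibroblast monolayer depositing Alexa488-labelled fibronectin into matrix / Amount: 10000 AH1F cells per well / Signal: fluorescence 485/525 nm / Medium: DMEM, 2% serum / Compound: single dose, pinned / Incubation: 1 h cell adhesion before compound, then overnight fibronectin incubation / Reagent: Alexa488-FN, 24 nM final / Read-out: inhibition of fibronectin deposition signal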
# C2C12 statin – suppressors of statin myotoxicity in C2C12 myotubes, primary screen, cell-based, single point, plate reader | hit rate 0.78% among 330,000 | C2C12 myotubes + simvastatin, ATP luminescence, 48 h; scaled: DMSO 0, geranylgeraniol control 100 | AID 602340, 2012 | rescue of ATP level, % at 7.49 µM;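 active = mean ATP rescue above about 67%, or every replicate alone reaching that limit, limit read from the data, passing the limit was not always enough; inconclusive = no clear call, values can overlap the other calls; inactive = mean under the limit and some replicate under it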;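 note: myotubes were challenged with 10 µM simvastatin during compound exposure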
# INS-1E GSIS act – GLuc luminescence reporter in INS-1E cells, primary screen for activators of glucose-dependent secretion of insulin | INS-1E GLuc reporter insulin secretion, 2-3 h | activation, % at 16.6 µM | hit rate 0.61% among 370,000 | AID 743287, 2014;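 active = lowest replicate activation of at least 40%, so every replicate reaches that level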;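 note: 0% = median of neutral control wells and 100% = median of IBMX positive control wells; some compounds called inactive have numbers as strong as hits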
# Cneo AK release – Cryptococcus neoformans cell lysis inducers, primary screen, AK release luminescence, single concentration | AID 651654, 2012 | hit rate 0.2% among 360,000 | lysis activity, % at 15 µM | C. neoformans lysis, adenylate kinase release luminescence, 4 h; normalised: neutral wells 0, clomiphene wells 100;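 active = mean lysis activity across replicates of at least 80%, whatever share of replicates individually reach that level; inactive = mean lysis activity below 80%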
#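 Material – log-phase Cryptococcus neoformans yeast cells · Input – 5 × 10^6 yeast cells/mL · Medium – fresh YPD growth medium · Doses – single compound concentration per well · Timing – static 4 h at 37 °C with compound, 1 h detection · Detection – adenylate kinase release luminescence · Read-out – signal increase indicating cell lysis · Control set – Clomiphene as positive lysis control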
# PglD DTNB – C. jejuni PglD acetyltransferase inhibitors, primary screen, biochemical, DTNB colorimetric, single point; purified PglD enzyme, DTNB colorimetric CoA detection; inhibition, % at 12.5 µM; hit rate 0.098% among 360,000; AID 602405, 2012; in the data active = inhibition above about 16%, passing the limit was not always enough; inconclusive = no clear call, values can overlap the other calls; note: strong numbers were not always called active
# miR122 inh – miR-122 Renilla sensor signal increase in Huh7, primary screen, miR-122 inhibitor project, cell-based, single point, plate reader. activation (reporter increase), % at 12.5 µM. hit rate 0.3% among 340,000. Huh7 miR-122 Renilla luciferase sensor, 48 h; neutral wells = 0, positive control = 100;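 active = mean replicate activation score at least 90 and every replicate individually at or above 90; inconclusive = only one of the two criteria met; inactive = neither criterion met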;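 note: higher luciferase means less miR-122 activity so hits act as miR-122 inhibitors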
# PGC1a acetyl inh – inhibitors of PGC1a acetylation signal, primary screen, cell-based, U2OS, AlphaScreen, inhibitor mode. AlphaScreen anti-acetyl-lysine; with virally co-expressed GCN5 acetyltransferase. inhibition, % at 15.6 µM. hit rate 0.17% among 350,000. AID 651687, 2012;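 active = every replicate shows inhibition of at least 40%; inconclusive = mean inhibition at least 40% but some replicate below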;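 note: 0% = neutral control wells and 100% = positive control wells; some results beyond the cut were filed as inactive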
# CFTR F508del cor – F508del CFTR correction, initial screen, CFBE line, single point; CFBE cells, YFP halide quenching; stimulated with forskolin plus potentiator P3; % fluorescence drop versus neutral controls; activity (quench increase), % at 7.58 µM; hit rate 0.36% among 350,000; AID 720511, 2013;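 active = mean added fluorescence quench of at least 8% versus neutral control, with both replicates also reaching 8%; inconclusive = only one of the mean or replicate conditions met; inactive = mean below 8% and not both replicates reaching 8%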;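 note: cells transiently co-express mutant CFTR-F508del with the halide-sensitive YFP; corrector assay measuring rescue of mutant channel to the surface after 24 h compound exposure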
# * = called active by the depositor; ? = inconclusive; . = no result given; [ ] = dose if it differs, or a comment. Rows were taken by chance; 2.1% or so of the library scored in one or more.
SMILES,FN deposition inh,C2C12 statin,INS-1E GSIS act,Cneo AK release,PglD DTNB,miR122 inh,PGC1a acetyl inh,CFTR F508del cor
C[C@@H]1CN([C@H](C)CO)S(=O)(=O)c2ccc(C3=CCCC3)cc2O[C@@H]1CN(C)C(=O)CC1CC1,.,-13,0,1,1,-4[16.7 µM],-6,1.1
CN(C)C(=O)c1cccc(-c2ccc([C@@H]3[C@H]4CN(C(=O)C5CCCC5)CCCCN4[C@H]3CO)cc2)c1,.,.,.,-1,4,-23[16.7 µM],-1,-5.4
O=C(CSc1nc2ccccc2[nH]1)NCCCn1ccnc1,-3,-6,-7,-2,5,12,-21,.
CCN1C[C@@H]2[C@@H]3C(=O)N(Cc4ccccc4)C(=O)[C@@H]3[C@](C)(C1=O)N2C(=O)c1ccc(C(F)(F)F)cc1,-4,19,-27,7,2,-21,.,-0.9
CCN(Cc1ccccc1)C(c1cc2ccc(C)cc2[nH]c1=O)c1nnnn1CCOC (stereo not drawn),4,2,.,2,-2,-2,.,.
O=C(O)/C=C/c1cccc(OCc2ccccc2)c1,-3,-14,52,2,-1,-4,5,2.4
COc1cccc(NC(=O)C2(C)CCN2Cc2ccc(OC)c3ccccc23)c1 (stereo not drawn),4,1,3,1,4,-3,-17,0.5
Cc1nc(NCc2ccco2)[nH]c(=O)c1CCC(C)C,11,21,.,-1,-1,8,-4,.
COc1cc(/C=N/N2CCN(Cc3ccccc3)CC2)cc(OC)c1OC,.,-13,6,2,1,-3,1,1.2
CN(C)C(CNC(=O)c1ccc(C(=O)c2ccccc2)cc1)c1ccccc1 (stereo not drawn),1,-3,-5,3,1,-21,1,-0.6
C=CCN(C(=O)Cn1c(C(=O)OC)cc2oc(C)cc21)c1ccccc1,-8,26,-23,6,4,-4,1,.
CC(=O)Nc1ccc(NC(=O)CC(C)n2ccnc2)cc1 (stereo not drawn),1,4,9,6,1,2,-8,-1.8
Cc1ccccc1-c1nc(CS(=O)CC(=O)NC2CCCCC2)c(C)o1 (stereo not drawn),4,2,4,-15,2,.,0,-0.6
Cc1noc(C)c1S(=O)(=O)N(C)C[C@H]1Oc2c(NC(=O)NC(C)C)cccc2C(=O)N([C@H](C)CO)C[C@@H]1C,-1,-4,-13,-1,1,5,11,0.4
Cc1ccc(-c2nc(SCC(=O)Nc3cc(S(=O)(=O)N4CCCCC4)ccc3Cl)n[nH]2)cc1,.,.,-5,5,5,-4,-6,.
COc1ccc(OC)c(CNC(=O)CCS(=O)(=O)c2ccc3c(c2)oc(=O)n3C)c1,8,8,-10,2,-5,-8,14,5.5
COc1ccc(NC(=O)CSc2ncnc3c2cnn3Cc2ccccc2)cc1OC,.,.,.,-2,-4,-6,-4,.
CC(C)[C@H](NC(=O)c1ccccc1Cl)C(=O)OCc1cc([N+](=O)[O-])cc2c1OCOC2,2,.,9,-1,1,-5,13,.
CCC(C)[C@H](NC(=O)N1CC(=O)Nc2ccccc21)C(=O)N1CCC[C@@H]1C(=O)O (stereo partly drawn),.,0,.,1,-2,4,0,3.0
COC(=O)c1sc(=S)n(Cc2ccccc2)c1C,10,14,1,-2,6,4,5,1.9
COC(=O)c1ccc(NC(=O)COc2ccc(S(=O)(=O)NC(C)(C)C)cc2)cc1,-1,.,-5,.,.,.,-5,0.8
O=S(=O)(N1CCCCC1)N1CCN(CC(O)COc2ccc3cc(Br)ccc3c2)CC1 (stereo not drawn),5,2,-12,1,-1,-22,5,.
O=C(O)c1[nH]c2ccccc2c1C(c1cccc(O)c1)c1c(C(=O)O)[nH]c2ccccc12,0,8,1,2,-5,2,2,-1.1
CC1(C)C=C(c2ccc(C=O)s2)CC(C)(C)N1,.,8,.,0,2,-6,-2,.
O=CN1CCN(C(=O)c2cccc3c2-c2ccccc2C3=O)CC1,1,1,-15,-1,-1,-2,.,-2.5

# Continuation:
SMILES,FN deposition inh,C2C12 statin,INS-1E GSIS act,Cneo AK release,PglD DTNB,miR122 inh,PGC1a acetyl inh,CFTR F508del cor
CCCCCn1c(=O)c(-c2nc3ccccc3[nH]2)c(O)c2ccccc21,5,.,-2,.,.,8,-1,2.0
CC(=O)c1cn(C)c(=O)[nH]c1=O,-2,.,28,-3,-7,-1,11,-2.7
CCN(CCNCC(O)COc1ccccc1C(C)C)c1cccc(C)c1 (stereo not drawn),1,7,383*,7,5,-25,-5,2.4
O=C(O)c1ccc(CSc2n[nH]c(-c3ccco3)n2)cc1,14,-3,.,-6,-4,4,14,.
CCN1C(=O)c2ccccc2S(=O)(=O)c2ccc(C(=O)NC(C)C)cc21,2,8,.,2,-6,8,19,0.6
COc1ccccc1C(=O)Nc1ccc2c(c1)C(=O)N(C)C[C@H](OC)[C@H](C)CN(CC1CC1)[C@@H](C)CO2,-5,13,6,-9,1,.,?,2.7
Cc1ccc(NC(=O)C(C)N2C(=O)C3CC=C(Cl)CC3C2=O)cc1 (stereo not drawn),.,-2,.,-1,-1,-1,3,.
Cc1cc(C)cc(C(=O)NC(CC(N)=O)c2ccc(NC3CCCCC3)c([N+](=O)[O-])c2)c1 (stereo not drawn),-9,1,-9,1,0,-3,.,0.9
Cc1cc(C(=O)CCl)c(C)n1-c1ccon1,3,.,0,.,.,.,-8,3.4
CCCCN(C(=O)CN1C(=O)C2CCCCC2C1=O)c1c(N)n(Cc2ccccc2)c(=O)[nH]c1=O (stereo not drawn),-3,0,13,0,0,4,2,0.1
Cc1cc(OCCCn2ccnc2)ccc1[N+](=O)[O-],6,-14,22,-5,-4,8,9,1.1
COc1ccc(C(c2nnnn2C2CCCCC2)N2CCN(c3ccccc3F)CC2)cc1 (stereo not drawn),.,10,.,-5,0,5,25,.
Cc1ccc(SCc2[nH]nc3c2C2(C(=O)Nc4ccc([N+](=O)[O-])cc42)C(C#N)=C(N)O3)cc1 (stereo not drawn),.,8,.,2,-1,-4,-5,.
CCCC(O)C#Cc1cnc2c(c1)C(=O)N([C@H](C)CO)C[C@H](C)[C@H](CN(C)Cc1ccc3c(c1)OCO3)O2 (stereo partly drawn),1,27,20,-2,2,1[16.7 µM],3,2.0
CCc1ccc(NC(=O)CCc2nc3cccnc3n2Cc2ccc(OC)cc2)cc1,6,1,.,1,-1,-1,-4,.
CN1C2CCC1CC(N(CCc1ccccc1)C(=O)c1ccc(Cl)cc1)C2 (stereo not drawn),4,-9,22,2,-3,-8,-10,-0.8
O=C(CNC(=O)c1ccccc1F)OCc1nc2ccccc2s1,-4,.,-21,.,.,5,-4,-1.1
CS(=O)(=O)c1ccc(Cl)c(NC(=O)COC(=O)CNC(=O)c2cccs2)c1,2,10,3,5,-1,.,-4,0.5
Cc1ccc(NC(=O)Nc2nc3ccc(S(C)(=O)=O)cc3s2)cc1,1,-7,17,0,-3,.,.,1.8
Cc1ccc2[nH]c(=O)c(CN(Cc3ccccc3)C(=S)NCCCN(C)C)cc2c1,13,-14,-8,2,-7,-5,3,0.3
Cc1noc(C)c1S(=O)(=O)Nc1ccc2c(c1)C(=O)N([C@@H](C)CO)C[C@@H](C)[C@H](CN(C)C(=O)C1CCCCC1)OCCCC[C@H](C)O2,.,.,-13,-1,-2,-7[16.7 µM],-3,-1.4
CCCN(C(=O)Cc1nc(N)n[nH]1)C1(C(=O)Nc2ccccc2C)CCCCC1,.,-11,-3,-16,.,-4,10,.
Cc1ccc(Cn2c(=N)c(S(=O)(=O)c3ccc(Br)cc3)cc3c(=O)n4ccccc4nc32)cc1,.,-9,.,1,2,5,7,.
COc1ccc(S(=O)(=O)NCCc2cn3nc(C)c(C)nc3n2)cc1F,1,12,11,-11,1,.,14,2.9
COc1ccc(N2C=C3C(=O)C(C)(OC(=O)CCc4ccccc4)C(=O)C=C3C=C2c2ccc(C#N)cc2)cc1 (stereo not drawn),4,2,-9,-1,-4,-2,4,-1.0

# Other results follow.
SMILES,FN deposition inh,C2C12 statin,INS-1E GSIS act,Cneo AK release,PglD DTNB,miR122 inh,PGC1a acetyl inh,CFTR F508del cor
CC(C)NC(=O)Nc1ccc2c(c1)C(=O)N([C@H](C)CO)C[C@@H](C)[C@@H](CN(C)CC1CCCCC1)O2,.,-12,0,-7,1,6[16.7 µM],.,-2.6
CC(=O)Nc1cccc(-c2cc3c(c4c2ccn4C)C2CCC3O2)c1 (stereo not drawn),5,5,-1,0,3,0,4,1.5
O=C(CSc1nnc(NC(=O)c2ccc(F)cc2F)s1)NC1CC1,6,2,2,-1,8,.,.,-1.4
CO[C@@H](CN(C)Cc1nccs1)[C@@H](C)CN([C@H](C)CO)S(=O)(=O)c1ccc(C)cc1,0,9,3,-6,-2,.,-6,0.1
O=C(Nc1ccc(NC(=O)c2ccco2)c(Cl)c1)c1ccc2c(c1)OCCO2,2,-7,8,-5,2,-22,-11,-0.9
COc1cccc(Nc2ncc(C#N)c(N)n2)c1,12,.,-4,-2,0,-7,11,-3.4
O=C(c1ccc(CS(=O)(=O)c2ccc(Br)cc2)o1)N1CCN(c2ccccn2)CC1,1,3,3,-3,2,-5,-5,-1.9
O=C(C[C@H]1CC[C@@H]2[C@H](COC[C@H](O)CN2C(=O)c2cnccn2)O1)N1CCN(c2ccccc2)CC1,4,3,11,1,2,0[16.7 µM],4,-1.4
C/C=C/c1ccc2c(c1)O[C@@H](CN(C)C(=O)c1cccc(F)c1)[C@@H](C)CN([C@@H](C)CO)S2(=O)=O,.,25,3,-16,2,15[16.7 µM],0,-2.7
COc1ccc(CCNC(=O)[C@H](C)NC(=O)N2CCn3c2nc2ccccc23)cc1OC,-1,-3,1,6,-1,-8,-3,-2.3
O=C(Nc1nnc(CCS(=O)(=O)c2ccc(Br)cc2)s1)c1ccc([N+](=O)[O-])cc1,0,-3,.,-1,2,1,-17,.
Clc1ccc(-c2noc(CN3CCCC3)n2)cc1,.,3,-7,-2,31*,-3,5,.
CN1C(=O)C(O)(CC(=O)c2ccc3c(c2)OCO3)c2ccccc21 (stereo not drawn),.,-12,.,-5,7,-4,11,.
CN1C(=O)c2ccccc2N(C)C1c1cccc(O)c1 (stereo not drawn),-3,4,-2,-2,5,16,-27,0.0

# A draw from above in order of molar mass, lowest first.
SMILES,FN deposition inh,C2C12 statin,INS-1E GSIS act,Cneo AK release,PglD DTNB,miR122 inh,PGC1a acetyl inh,CFTR F508del cor
Cc1cc(OCCCn2ccnc2)ccc1[N+](=O)[O-],6,-14,22,-5,-4,8,9,1.1
CC(=O)Nc1cccc(-c2cc3c(c4c2ccn4C)C2CCC3O2)c1 (stereo not drawn),5,5,-1,0,3,0,4,1.5
Cc1ccccc1-c1nc(CS(=O)CC(=O)NC2CCCCC2)c(C)o1 (stereo not drawn),4,2,4,-15,2,.,0,-0.6
C/C=C/c1ccc2c(c1)O[C@@H](CN(C)C(=O)c1cccc(F)c1)[C@@H](C)CN([C@@H](C)CO)S2(=O)=O,.,25,3,-16,2,15[16.7 µM],0,-2.7
